Bioassay records (PubChem BioAssay)
Pf Dd2 inh: Plasmodium falciparum Dd2 growth inhibition | P. falciparum Dd2 growth, SYBR Green, 72 h | 120,000 tested, 4.3% active | Potency, µM (top dose mostly 28.9 µM), without a hit: at the top dose activity, negative = inhibition, usual class: inhibitors; active = well fitted inhibition curve with a large enough effect; inconclusive = small, poorly fitted or top-dose-only effect; inactive = no such curve, though single readings can be large or run the other way;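 note: plate controls were DMSO vehicle for no effect and reference drug for full effect; nearly all actives have a fitted effect of over 65% in size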
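Readout: SYBR Green fluorescence, 485 nm excitation, 535 nm emission, after ~16 h lysis at 37C. Before that, Dd2-infected red cells (2.5% hematocrit) grew 72 h with compound, 29 uM top final concentration.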
Starred values were filed as active, the others as inactive; i = inactive; ? = inconclusive; [ ] = remark or other dose. Potency is the fitted concentration of half-maximal effect. Only part of the results is shown; the hit share may differ from the screen's.

Cc1ccccc1-c1nccn2c(C3CN(C(=O)c4cc5ccccc5[nH]4)C3)ncc12
  Pf Dd2 inh = 11µM*

O=C(NCc1ccc(F)cc1)C(=O)NCC(c1ccco1)S(=O)(=O)c1cccs1 (stereo not drawn)
  Pf Dd2 inh = 4%

CC(=O)N1CCCc2cc(S(=O)(=O)N(C)CC(=O)Nc3ccc(C(C)C)cc3)ccc21
  Pf Dd2 inh = -8%

Cc1ccc(C(=O)N2CCCC2c2nc(CCOCC3CCOCC3)no2)s1 (stereo not drawn)
  Pf Dd2 inh = -18%

CCN(C(=O)C1CCCN(c2ncnc3c2nc2n3CCCCC2)C1)c1cccc(C)c1 (stereo not drawn)
  Pf Dd2 inh = ?

Cc1ccc(CCNC(=O)c2cc3c(=O)n(C)c4ccccc4c3n2C)cc1
  Pf Dd2 inh = i

Cc1c(-c2ccccc2F)[nH]c2ccc(CNC(=O)CCc3cnccn3)cc12
  Pf Dd2 inh = -20%

Cn1cc(-c2cc(=O)c3ccnc(NCc4ccc5c(c4)OCO5)c3o2)cn1
  Pf Dd2 inh = ?

O=C(CCc1nc2ccccc2[nH]1)N1[C@H]2CC[C@@H]1c1cnc(-c3ccc(F)cc3)nc1C2
  Pf Dd2 inh = 11µM*

O=C(N1CCC(c2nc(C3CCOCC3)no2)C1)C1(c2ccccc2)CC1 (stereo not drawn)
  Pf Dd2 inh = 9%

O=C1CCCN1C1CCN(Cc2cccnc2)CC1
  Pf Dd2 inh = 12%[44.1 µM]

COc1cc(Cl)c(C)cc1NC(=O)CCc1nc2cccnc2n1Cc1cccs1
  Pf Dd2 inh = ?

O=C(Nc1cccc(Cl)c1)N1CCC(n2cnnc2C2CC2)C1 (stereo not drawn)
  Pf Dd2 inh = 10%

CCCc1cc(C(=O)N[C@H]2COC[C@H]2Cc2cc(C)no2)cs1
  Pf Dd2 inh = -8%

O=C(C[C@@H]1O[C@H](CNCc2cccc(Cl)c2)[C@@H](O)[C@H]1O)NC1CC1
  Pf Dd2 inh = -20%[44.1 µM]

CCC(=O)Nc1ccc(C2(C(=O)NCC(C)C)CCCCC2)cc1
  Pf Dd2 inh = -1%

COc1ccc(-c2[nH]c(-c3ccc(F)cc3)nc2SCC(=O)Nc2ccc(OC)c(OC)c2)cc1
  Pf Dd2 inh = ?

COc1ccccc1CN1CCc2nc(C(C)C)nc(-c3ccc(O)cc3)c2C1
  Pf Dd2 inh = ?

CCC1(CC)CCN(C(=O)CC2COc3ccc(C(=O)N(C)C)cc3N2C)C1 (stereo not drawn)
  Pf Dd2 inh = -7%

Cn1c(C(=O)NCc2cccnc2)cc2c1CCN(Cc1ccccc1)C2
  Pf Dd2 inh = i

CCc1nnc(CN(C)c2cc(C3CC(O)C3)nc(N)n2)o1 (stereo not drawn)
  Pf Dd2 inh = -2%

CN(Cc1ccc(-c2ccccc2)cc1)Cc1ccnn1C
  Pf Dd2 inh = -17%[44.1 µM]

CC(C)Oc1ccc(CNC(=O)CN2C(=O)c3cccnc3Oc3ccc(Cl)cc32)cc1
  Pf Dd2 inh = -24%

CCC(CC)NC(=O)C1CCCN(S(=O)(=O)c2ccccc2)CCC(=O)NCC1 (stereo not drawn)
  Pf Dd2 inh = -4%

Cc1ccc(-c2[nH]ncc2CN2C[C@@H](Oc3ccccc3)C[C@@H]2C(=O)N2CCOCC2)cc1
  Pf Dd2 inh = ?

CN(CCC1CCOCC1)C(=O)c1cc(COc2ccccc2F)[nH]n1
  Pf Dd2 inh = -18%

O=C(CCn1ccn2nc3c(c2c1=O)CCCC3)Nc1ccc(F)cc1
  Pf Dd2 inh = i

COc1ccc(CNC(=O)Cn2c(C)cc3nc4n(c(=O)c32)CCC4)cc1OC
  Pf Dd2 inh = i

CCN(CC1CCOCC1)C(=O)c1cccnc1SC/C=C/c1ccccc1
  Pf Dd2 inh = ?

O=C(Cn1cc(S(=O)(=O)Cc2cccc(Cl)c2)c2ccccc21)NCc1ccccc1Cl
  Pf Dd2 inh = 5%

O[C@@H]1CC(CNCc2ccc(Cl)cc2)(COc2cccnc2)C[C@@H]1O (stereo partly drawn)
  Pf Dd2 inh = ?

CCC(C)NC(=O)C1COC2(CCN(C(=O)c3ccc(F)cc3)CC2)N1C(=O)c1ccc(C)cc1 (stereo not drawn)
  Pf Dd2 inh = -8%

O=C(O)CCC1CCN(C(=O)c2ccccc2Cl)CC1
  Pf Dd2 inh = 2%

N[C@H]1CCN2C(=O)c3cc(-c4ccccc4F)ccc3NC(=O)[C@H]12
  Pf Dd2 inh = -18%[44.1 µM]

OC1CC(c2cc(NCCSC3CCCCC3)ncn2)C1 (stereo not drawn)
  Pf Dd2 inh = -19%

O=C(Nc1cccnc1)[C@@H]1C[C@@H](c2ccc(F)cc2)N(CCOc2ccccc2)C1
  Pf Dd2 inh = i

CO[C@H]1C(=O)N(C2CCN(S(=O)(=O)c3ccccc3)CC2)[C@H]1c1ccncc1
  Pf Dd2 inh = 21%

COc1ccc(-c2cc(C[C@H]3CNCC[C@H]3CC(=O)NCc3ccc4c(c3)OCO4)no2)cc1
  Pf Dd2 inh = ?

COCc1cc(=O)n(CC(=O)Nc2cccc(C(F)(F)F)c2)c(N2CCOCC2)n1
  Pf Dd2 inh = i

O=C(C1CCc2nnc(-c3ccc(Cl)nc3)n21)N1CCN(c2ncccn2)CC1 (stereo not drawn)
  Pf Dd2 inh = 14%

Cc1ccccc1OCCSc1nc2ccc(NC(=O)c3ccccc3)cc2s1
  Pf Dd2 inh = ?

CC(=O)N1CCC([C@@H]2CN(C3CCN(C(C)=O)CC3)C[C@H]2CO)CC1
  Pf Dd2 inh = 3%

Cc1ccc(Nc2c(-c3ccccn3)nc3ccc(Br)cn23)cc1
  Pf Dd2 inh = -4%

COc1ccc(CNC(=O)CN(c2cc(C)cc(C)c2)S(=O)(=O)c2c(C)[nH]c(=O)[nH]c2=O)cc1
  Pf Dd2 inh = 51%[activator]

COc1ccc2cc(CNc3ccccc3)c(=O)n(CC(=O)Nc3ccc(C)cc3C)c2c1
  Pf Dd2 inh = -22%

O=C1CCC2(CCCO2)CCN1Cc1cccc(C(F)(F)F)c1 (stereo not drawn)
  Pf Dd2 inh = -15%

Cc1cc2ccccc2n1CCNC(=O)c1cc(C(F)(F)F)cc(C(F)(F)F)c1
  Pf Dd2 inh = 22%

CN(Cc1ccc(-n2cccn2)cc1)Cc1nc(Cc2cccc(F)c2)no1
  Pf Dd2 inh = 5%

COCC(=O)NC1CCC12CCN(C(=O)c1cccc(C#N)c1)CC2 (stereo not drawn)
  Pf Dd2 inh = -12%

O=C(COc1ccccc1)N[C@@H]1CN(c2ncccn2)C[C@H]1CO
  Pf Dd2 inh = i

COCCN1C(=O)[C@H]2CN(Cc3scnc3C)C[C@H]2C1=O
  Pf Dd2 inh = -12%

O=C(COc1ccccc1)N1CCC2(CC1)CN(c1ncccn1)CC2CO (stereo not drawn)
  Pf Dd2 inh = -24%

COCc1ccc2c(c1)c(OC(C)(C)C(=O)Nc1ccccn1)nn2Cc1cccc(OC)c1
  Pf Dd2 inh = ?

C[S+](=O)([O-])N1CCC(c2nnc3n2CCNC3)CC1
  Pf Dd2 inh = -4%

CCNC(=O)N1CCCCCNC(=O)[C@@H]2CCCC[C@@H]21
  Pf Dd2 inh = 6%

Cn1cnc2ccc(Nc3ccccc3)nc2c1=O
  Pf Dd2 inh = i

O=C(C1CCCN(c2nc3ncccc3o2)C1)N1CCOCC1 (stereo not drawn)
  Pf Dd2 inh = -9%[44.1 µM]

CCOc1cccc(CN2CCC3(Cc4ccccc4CNC3=O)C2)c1 (stereo not drawn)
  Pf Dd2 inh = ?

CNc1ccc(C)cc1C(=O)NC(C(=O)O)c1c(C)n[nH]c1C (stereo not drawn)
  Pf Dd2 inh = 26%

COc1ccc(C)cc1-c1cn(C)c(=O)n2cc(COc3ccc(Cl)cc3)nc12
  Pf Dd2 inh = ?

COCCC1(NS(C)(=O)=O)CCNCC1
  Pf Dd2 inh = -14%

O=C(NCCCc1ccccc1)C1CCN(C(=O)c2ncn3c2COC(c2ccccc2)C3)CC1 (stereo not drawn)
  Pf Dd2 inh = -4%

O=C(Cc1ccccc1)N1CCC12Cc1ccccc1NC2=O (stereo not drawn)
  Pf Dd2 inh = -14%[44.1 µM]

COC[C@@H]1CN(S(=O)(=O)c2cc(F)ccc2C)C[C@H]1C(N)=O
  Pf Dd2 inh = -11%

COc1ncccc1-c1cc(C2=CCOCC2)c2cncn2c1
  Pf Dd2 inh = ?

COc1ccc(Br)cc1CNC(=O)CSc1n[nH]c(-c2ccccc2)n1
  Pf Dd2 inh = 3%

CCOC(=O)c1cc(OC(=O)c2cccc(Cl)c2)n(-c2ccccc2)n1
  Pf Dd2 inh = 2%

COc1ccc(NC(=O)CCCn2nc(C)c3sc4ccccc4c3c2=O)cc1
  Pf Dd2 inh = 28%

CCOCCCn1c(=N)c(C(=O)NC2CCCCC2)cc2c(=O)n3ccccc3nc21
  Pf Dd2 inh = i

Cc1ccc(C)c(C(=O)N2CCC(OC3CCN(C)CC3)CC2)c1
  Pf Dd2 inh = ?

Cc1cc(C)cc(NC(=O)C2CCN(C(=O)c3nnn4cc(C)[nH]c(=O)c34)CC2)c1
  Pf Dd2 inh = i

Cc1cc(C)cc(NC(=O)N2CCC(Oc3ncccc3C(=O)N3CCOCC3)C2)c1 (stereo not drawn)
  Pf Dd2 inh = 9%

COC(=O)c1ccccc1NC(=O)C1(c2cccs2)CCOCC1
  Pf Dd2 inh = 42%[activator]

C=CCO[C@@H]1C[C@H]2C(=O)Nc3ccc(-c4ccc(F)cc4F)cc3C(=O)N2C1
  Pf Dd2 inh = i

COc1cccc(C(=O)N[C@H]2[C@H](O)[C@H](O)C[C@@H]2c2ccccc2)c1
  Pf Dd2 inh = 3%[44.1 µM]

COCCC(=O)N1CCCC1c1nc(C2CCOCC2)no1 (stereo not drawn)
  Pf Dd2 inh = 27%

COC[C@@H]1[C@H](NC(=O)C2CCN(C(=O)c3ccncc3)CC2)[C@@H]2CCO[C@H]12
  Pf Dd2 inh = -7%

CN1C(=O)CCC2(CNC(=O)c3n[nH]c(=O)c4ccccc34)CCC=C12 (stereo not drawn)
  Pf Dd2 inh = -4%

CS(=O)(=O)N1CCC(C2CCN(C(=O)c3cccc(C#N)c3)C2)CC1 (stereo not drawn)
  Pf Dd2 inh = 4%

O=c1cc(N2CCOCC2)oc2c(-c3ccccc3)nccc12
  Pf Dd2 inh = -18%[44.1 µM]

CCc1nc2c(c(-c3ccc(OC)cc3)n1)CCN(Cc1ccsc1)CC2
  Pf Dd2 inh = -27%

Cc1nc(C)c(C(=O)N2CC(Oc3ccc(-c4nc(-c5ccccc5)no4)cc3)C2)s1
  Pf Dd2 inh = ?

COc1ccccc1CNC(=O)CCn1ccn2nc3c(c2c1=O)CCCC3
  Pf Dd2 inh = ?

CCOc1ccc(NC(=O)CCNS(=O)(=O)c2ccc3c(c2)oc(=O)n3C)cc1
  Pf Dd2 inh = -2%

O=C(NC1CCCCCC1)c1csc(N2CCN(c3ccccc3)CC2)n1
  Pf Dd2 inh = ?

CCn1c(C2CCN(S(=O)(=O)c3ccc(OC)c(OC)c3)CC2)nn(C)c1=O
  Pf Dd2 inh = 18%

CCOc1ccc(-c2nnc(SCC(=O)NCc3ccc(Cl)cc3)o2)cc1
  Pf Dd2 inh = -13%

Cc1csc(NC(=O)C2c3ccccc3C(=O)N(Cc3ccccc3)C23CCCC3)n1 (stereo not drawn)
  Pf Dd2 inh = 3.5µM*

Cc1ccc2nc(N3CCN(c4cccc(C)c4C)CC3)c3nnnn3c2c1
  Pf Dd2 inh = 23%[5.79 µM]

Cc1cccc(N2CCN(C(c3ccccc3)c3nnc(-c4ccccc4Cl)o3)CC2)c1C (stereo not drawn)
  Pf Dd2 inh = ?

CC1CCN(c2oc(-c3cccs3)nc2S(=O)(=O)c2ccccc2)CC1
  Pf Dd2 inh = i

Cc1ncc(C(=O)NCc2cc3n(n2)CCCN(C2CCCCC2)C3)s1
  Pf Dd2 inh = -22%

Cc1ccc(NC(=O)C2CCCN(S(=O)(=O)c3c(C)nn(C)c3C)C2)c(C)c1 (stereo not drawn)
  Pf Dd2 inh = -8%

COc1ccc(OCc2ccc(-c3nc(C#N)c(N4CCN(c5cccc(Cl)c5)CC4)o3)o2)cc1
  Pf Dd2 inh = -2%
